HPDE-C7K KRASV12 – viability loss of HPDE-C7K cells – cell-based, fluorescence, HTS, primary screen (AID 431); HPDE-C7K KRASV12 cells, Alamar Blue viability, 48 h; higher % means a stronger effect; cytotoxicity, % at 10 µM; hits with a dose series show EC50 in µM; actives 1.7% (n = 63,000);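 active = compounds whose percent cytotoxicity in the single-dose primary screen, scaled between solvent and toxic-drug controls, exceeds 50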;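 note: 0% = DMSO solvent wells and 100% = doxorubicin-treated wells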
MK inhibit – blocks S. pneumoniae mevalonate kinase; purified MK, PK/LDH-coupled NADH absorbance 340 nm; actives 0.48% (n = 65,000); inhibition, % at 10 µM;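 active = ranked among the strongest by inhibition in the single 10 µM screen, a fixed top-ranked set picked for dose follow-up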; note: no value below 0 was filed
HT1080 cytotoxicity – HT1080 cell viability loss – fluorescence readout (AID 620); actives 0.42% (n = 87,000); cytotoxicity, % at 10 µM, or EC50 in µM where a hit was titrated; HT1080 viability, fluorescence; higher % means a stronger effect;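 note: cells exposed to compound overnight then 4 h with Alamar Blue; 0% = vehicle DMSO and 100% = killing control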
TNAP inhibition – human TNAP enzyme inhibitors, biochemical, luminescent (AID 518). purified TNAP enzyme, luminescent substrate readout; higher % means a stronger effect. actives 0.09% (n = 64,000). inhibition, % at 20 µM, or IC50 in µM where a hit was titrated; in the data active = a potency from the dose series; inactive = the rest, 99 in 100 with inhibition below about 22%;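 note: plate controls were vehicle for no effect and reference inhibitor for full effect; many of its hits are not listed in these tables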
Spn PMK inh – inhibitors of Streptococcus pneumoniae phosphomevalonate kinase. purified PMK, PK/LDH-coupled NADH absorbance 340 nm. inhibition, % at 10 µM. actives 0.49% (n = 65,000). AID 539;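 active = top-ranked compounds by inhibition in the single 10 µM screen, taking a fixed number of the strongest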;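 note: 0% = full reaction with DMSO carrier and 100% = background rate without enzyme reaction; no value below 0 was filed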
Bfl-1 displacement – Bfl-1 inhibitors, primary screen, biochemical, fluorescence polarization, FITC-Bid, mouse (AID 432). FITC-Bid BH3 peptide fluorescence polarization displacement; higher % means a stronger effect. displacement, % at 20 µM; hits with a dose series show IC50 in µM. actives 0.02% (n = 64,000); in the data active = a potency from the dose series; inactive = the rest, 99 in 100 with displacement below about 15%; note: strong numbers were not always called active
HPDE-C7 viability – cytotoxicity in HPDE-C7 cells, cell-based, fluorescence, HTS (AID 430); HPDE-C7 pancreatic duct cells viability, fluorescence; higher % means a stronger effect; cytotoxicity, % at 10 µM, or EC50 in µM where a hit was titrated; actives 1.8% (n = 63,000);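 note: cells exposed to compound for 48 hours before viability readout; 0% = vehicle and 100% = reference cytotoxic drug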
Spn DPM-DC inh – S. pneumoniae DPM-DC inhibition; purified DPM-DC, PK/LDH coupled NADH fluorescence; calls only at 10 µM; actives 0.49% (n = 65,000);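 active = the 320 compounds with the highest percent inhibition in the single-dose primary screen, excluding strongly autofluorescent ones, cut at about 32% in these data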;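 note: kinetic rate of NADH fluorescence loss reporting ADP formed by the decarboxylase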
LYP phosphatase – LYP phosphatase inhibitors, primary screen, biochemical, DiFMUP fluorescence, recombinant catalytic domain, 10 µM (AID 606) | recombinant LYP catalytic domain, DiFMUP fluorescence; higher % means a stronger effect | inhibition, % at 10 µM; hits with a dose series show IC50 in µM | 52,000 tested, under 10 active;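 active = IC50 under 40 µM in the dose-response test; inactive = IC50 of 40 µM or more, or never dose-tested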
Spn PMK inh pilot replicates – further read-out of Spn PMK inh, marked with its call; inhibition, %; measured here: pilot screen replicates
MK inhibit pilot replicates – also measured in MK inhibit; calls as there; inhibition, %; measured here: pilot screen replicates
Spn DPM-DC inh pilot screen % – further read-out of Spn DPM-DC inh, marked with its call; inhibition, %; measured here: pilot screen trials
Starred values were filed as active, the others as inactive; i = inactive; x = not tested or not shown; + = active, no number. Cut-off read from the data, not from the text of the source, unless noted: active = cytotoxicity above about 50%; inactive = the rest.

SMILES | HPDE-C7K KRASV12 | MK inhibit | HT1080 cytotoxicity | TNAP inhibition | Spn PMK inh | Bfl-1 displacement | HPDE-C7 viability | Spn DPM-DC inh | LYP phosphatase | others
CN(C)S(=O)(=O)c1ccc(C(=O)NCc2cccs2)cc1 | -4% | 5 | -9% | 13% | 14 | -2% | 5% | i | x | Spn PMK inh pilot replicates=3.0;MK inhibit pilot replicates=0.0;Spn DPM-DC inh pilot screen %=0.5
O=C(O)CS(=O)(=O)c1ccc(Oc2ccc(S(=O)(=O)CC(=O)O)cc2)cc1 | -5% | 3 | 9% | 9% | 10 | -9% | 6% | i | 8%
CCOC(=O)N1CCN(S(=O)(=O)c2ccc3c(c2)SC(C)C(=O)N3)CC1 (configuration not stated) | -11% | 7 | -3% | 2% | 12 | 4% | -11% | i | x
CCCC1(C(=O)O)NC(c2ccc(OC)cc2O)C2C(=O)N(c3ccc(OC)cc3)C(=O)C21 (configuration not stated) | 8% | 1 | -2% | -4% | 0 | 2% | 5% | i | 4%
COC(=O)c1ccsc1NC(=O)c1ccc(Cl)s1 | -4% | 2 | x | 4% | 10 | 13% | 0% | i | 1%
Cc1ccccc1-c1nc2cc(N)ccc2o1 | 13% | 9 | 4% | 2% | 11 | 0% | 11% | + | 9%
O=C(NCSc1ccncn1)c1ccccc1 | 0% | 0 | x | 2% | 12 | 1% | -4% | i | x
O=C(c1ccco1)N1CCN(C(=O)C2Cc3ccccc3CN2S(=O)(=O)c2ccc(F)cc2)CC1 (configuration not stated) | -9% | 5 | 12% | 10% | 0 | 3% | -11% | i | -11%
Cc1cc(C)nc(-n2nc(C)cc2NC(=O)COC(=O)CCC(=O)c2cccs2)n1 | -12% | 3 | 1% | 2% | 15 | -4% | -12% | i | 4%
COCCCN1C(=O)C(O)=C(C(=O)c2ccco2)C1c1ccc(Br)cc1 (configuration not stated) | -7% | 18 | -5% | 13% | 4 | 0% | -8% | i | x | Spn PMK inh pilot replicates=0.0;MK inhibit pilot replicates=0.0;Spn DPM-DC inh pilot screen %=0.0
O=C(COc1ccc(F)cc1Br)NCc1ccccn1 | -7% | 0 | x | 12% | 19 | -6% | -20% | i | x
C=CCNC(=O)CN1CCC(O)(c2ccccc2)CC1 | -22% | 7 | -20% | 11% | 1 | 1% | -11% | i | 2%
CCC(=O)N1CCc2cc(S(=O)(=O)NC(C(=O)N3CCc4ccccc4C3)C(C)C)ccc21 (configuration not stated) | 0% | 0 | -4% | 5% | 9 | -3% | -10% | i | -25%
CC(=O)C1=C(C)Nc2ncnn2C1c1ccccc1Cl (configuration not stated) | -2% | 11 | 4% | 0% | 11 | -8% | 0% | i | 5%
CC(=O)Nc1cccc(NC(=O)c2ccco2)c1 | -14% | 14 | 0% | 13% | 16 | 4% | -14% | i | x | Spn PMK inh pilot replicates=2.5;MK inhibit pilot replicates=3.0;Spn DPM-DC inh pilot screen %=1.0
COc1ccc2cc(S(=O)(=O)N3CCOCC3)ccc2c1 | 12% | 5 | 1% | 12% | 12 | -1% | 2% | i | 11%
CCc1ccc(OCC(=O)Nc2ccc(-c3nc4ccccc4o3)c(O)c2)cc1 | -6% | 11 | 1% | 4% | 7 | -7% | -5% | x | 6%
Cc1cc(OCC(=O)N(C)C)c2c(-c3ccccc3)cc(=O)oc2c1 | 8% | 7 | 0% | 34% | 9 | -4% | -8% | i | 6%
O=C(NCCCN1CCOCC1)c1cc(-c2cccs2)on1 | 0% | 18 | 10% | -2% | 6 | -7% | 0% | i | 15%
Cc1ccc(Cn2ccc(NC(=O)c3cc(-c4ccco4)on3)n2)cc1 | -21% | 1 | -1% | 0% | 0 | -5% | -16% | i | 7%
Cc1ccc(O)c(NC(=O)c2cccc(NC(=O)c3ccco3)c2)c1 | -4% | 7 | -1% | 8% | 1 | -1% | 11% | i | x
C#CC(C)(CC)NC(=O)c1cc(OC)c(OC)c(OC)c1 (configuration not stated) | 3% | 2 | 6% | 3% | 13 | -2% | -3% | i | 5%
CCCCOC(=O)Cn1c(=N)n(CCC)c2ccccc21 | 8% | 2 | 6% | 9% | 20 | 0% | 5% | i | 12%
Cc1cccc(NS(=O)(=O)c2cccs2)n1 | 7% | 10 | 7% | 2% | 9 | -9% | -1% | i | 2%
Cc1cccc(N2CCN(S(=O)(=O)c3ccc4c(c3)c(=O)n(C)c(=O)n4C)CC2C)c1 (configuration not stated) | 8% | 2 | x | 10% | 21 | 1% | 38% | i | 1%

The closing 2 entries of the section before are carried over, then new ones follow.
SMILES | HPDE-C7K KRASV12 | MK inhibit | HT1080 cytotoxicity | TNAP inhibition | Spn PMK inh | Bfl-1 displacement | HPDE-C7 viability | Spn DPM-DC inh | LYP phosphatase | others
Cc1cccc(NS(=O)(=O)c2cccs2)n1 | 7% | 10 | 7% | 2% | 9 | -9% | -1% | i | 2%
Cc1cccc(N2CCN(S(=O)(=O)c3ccc4c(c3)c(=O)n(C)c(=O)n4C)CC2C)c1 (configuration not stated) | 8% | 2 | x | 10% | 21 | 1% | 38% | i | 1%
CCSc1nnc(NC(=O)CSc2nccn2-c2cccc(C)c2C)s1 | 9% | 1 | -8% | -4% | 8 | -5% | 15% | i | -5%
CCOC(=O)N1CCN(C(=O)c2cccc(OC)c2OC)CC1 | 0% | 3 | -6% | 2% | 0 | -9% | 7% | i | 13%
C=CCn1c(C(C)NC(=O)CC)nc2ccccc21 (configuration not stated) | 4% | 2 | 10% | 2% | 0 | 0% | -6% | i | -12%
CCCCN1C(=O)c2ccc(C(=O)Nc3cccnc3)cc2C1=O | -8% | 11 | 4% | 15% | 4 | -5% | -7% | i | 12%
N#Cc1c(SCC(=O)Nc2nccs2)nc2c(c1-c1ccco1)CCCC2 | 24% | 10 | -15% | 12% | 12 | -8% | -3% | i | 15%
CCn1c(SCC(=O)Nc2cccc(C)c2)nc2c(c1=O)SC(C)C2 (configuration not stated) | -4% | 0 | 8% | 15% | 17 | -6% | 4% | i | -8% | Spn PMK inh pilot replicates=2.0;MK inhibit pilot replicates=1.5;Spn DPM-DC inh pilot screen %=1.0
CC(OC(=O)c1cccs1)C(=O)NCc1ccc2c(c1)OCO2 (configuration not stated) | -8% | 0 | -2% | 12% | 0 | -4% | -6% | i | 2%
O=C(CCN1C(=O)C2C3C=CC(C3)C2C1=O)Nc1c(F)cc(F)cc1Br (configuration not stated) | 3% | 7 | -1% | -4% | 5 | 1% | 2% | i | 7% | Spn PMK inh pilot replicates=0.0;MK inhibit pilot replicates=0.0;Spn DPM-DC inh pilot screen %=0.5
CCOC(=O)c1[nH]c2ccc(OC)cc2c1NC(=O)CCN1CCN(Cc2ccccc2)CC1 | 18% | 16 | -1% | 4% | 6 | -2% | 17% | x | x
COc1ccc(Cn2nnnc2CN(Cc2cc3cccc(C)c3[nH]c2=O)C2CCCC2)cc1 | 4% | 0 | -6% | 13% | 0 | 1% | 3% | i | 12%
O=C(Cn1cnc2c(cnn2-c2ccccc2)c1=O)NC1CCCC1 | 6% | 8 | -4% | 13% | 5 | 0% | 2% | i | x
O=C(CSCc1ccc(Cl)cc1)c1ccco1 | x | 10 | -2% | 9% | 0 | 2% | x | i | -11%
Cc1onc(-c2ccccc2Cl)c1C(=O)Nc1cc(=O)n(C)c(=O)n1C | x | 12 | -4% | x | 0 | x | x | i | x
CNC(=O)n1ccc(C(=O)N2CCCCC2)n1 | 8% | 7 | 1% | 16% | 0 | 4% | -1% | i | -16%
Cc1noc(C)c1C(=O)NC(C)C1CCCO1 (configuration not stated) | 3% | 3 | 0% | 5% | 5 | -2% | 0% | i | 12%
CCOC(=O)C1=C(CSc2nc(-c3ccncc3)ccc2C#N)OC(N)=C(C#N)C1c1cccnc1 (configuration not stated) | 20% | 10 | 12% | 19% | 0 | 3% | 4% | i | -1%
O=C(CCCCn1c(=O)[nH]c2ccsc2c1=O)NCC1CCCO1 (configuration not stated) | -2% | 4 | 3% | -12% | 0 | -2% | -13% | i | 7%
COc1ccc(C2CC(c3ccco3)n3ncnc3N2)cc1 (configuration not stated) | -8% | 11 | -1% | 15% | 5 | -7% | -12% | i | 9% | Spn PMK inh pilot replicates=2.0;MK inhibit pilot replicates=1.0;Spn DPM-DC inh pilot screen %=0.5
COc1ccc(C)cc1NC(=O)c1cc2c(C)nc3ccccc3c2o1 | -1% | 8 | -9% | 7% | 6 | -6% | -4% | x | 2%
CC1(C)CC(=O)c2c(noc2-c2ccccc2)C1 | -12% | 6 | 17% | -1% | 12 | -9% | -16% | i | 3%
O=C(NC1CCCCCC1)c1nnc(Cc2ccc(Cl)cc2)o1 | 1% | 0 | -5% | 10% | 3 | 0% | 0% | i | -2%
COc1ccc(-c2noc(CCC(=O)Nc3ccc(C)c(C)c3)n2)cc1 | 14% | 4 | -4% | 7% | 3 | -6% | 4% | i | 0%
CCn1c(N2CCN(CC(=O)Nc3cccc(C)c3C)CC2)nc2ccccc21 | 6% | 4 | -2% | -8% | 13 | 2% | -5% | i | 1%
O=C(NCc1cccnc1)C1c2ccccc2C(=O)N1Cc1ccco1 (configuration not stated) | -6% | 0 | -11% | 14% | 3 | -7% | -5% | i | -4% | Spn PMK inh pilot replicates=3.5;MK inhibit pilot replicates=1.5;Spn DPM-DC inh pilot screen %=3.0
COc1ccc(C(=O)Nc2ccc(S(=O)(=O)Nc3nccnc3OC)cc2)cc1OC | 0% | 13 | -4% | 9% | 0 | 8% | -11% | i | x | Spn PMK inh pilot replicates=2.0;MK inhibit pilot replicates=0.5;Spn DPM-DC inh pilot screen %=0.0

Three records picked at random from those above, as already listed:
SMILES | HPDE-C7K KRASV12 | MK inhibit | HT1080 cytotoxicity | TNAP inhibition | Spn PMK inh | Bfl-1 displacement | HPDE-C7 viability | Spn DPM-DC inh | LYP phosphatase | others
COc1ccc(Cn2nnnc2CN(Cc2cc3cccc(C)c3[nH]c2=O)C2CCCC2)cc1 | 4% | 0 | -6% | 13% | 0 | 1% | 3% | i | 12%
CCCCN1C(=O)c2ccc(C(=O)Nc3cccnc3)cc2C1=O | -8% | 11 | 4% | 15% | 4 | -5% | -7% | i | 12%
CCOC(=O)N1CCN(C(=O)c2cccc(OC)c2OC)CC1 | 0% | 3 | -6% | 2% | 0 | -9% | 7% | i | 13%

The listing continues.
SMILES | HPDE-C7K KRASV12 | MK inhibit | HT1080 cytotoxicity | TNAP inhibition | Spn PMK inh | Bfl-1 displacement | HPDE-C7 viability | Spn DPM-DC inh | LYP phosphatase | others
Cc1c(C(=O)O)[nH]c2c1C(=O)CC(c1ccccc1)C2 (configuration not stated) | -9% | 3 | x | 13% | 22 | 0% | -12% | i | 0%
O=C(Oc1ccnc2cc(Cl)ccc12)N1CCCCCC1 | -29% | 7 | 0% | 11% | 0 | -2% | -24% | i | -7%
CC1CCN(CC(=O)N2c3ccccc3CCc3ccccc32)CC1 | 0% | 0 | -4% | 2% | 1 | -5% | 0% | i | 13%
Cn1c(=O)oc2cc(S(=O)(=O)NCc3ccccn3)ccc21 | 1% | 1 | 1% | 11% | 8 | -6% | 6% | i | -4%
COc1ccc2c(c1)C(=O)N(c1ccccc1OC)C(=O)C2(C)C | -10% | 0 | 0% | 7% | 12 | 9% | 1% | i | x
O=C(O)C1C2C=CC(C2)C1C(=O)OCc1ccccc1 (configuration not stated) | -1% | 13 | -8% | 6% | 6 | 7% | -12% | i | -2%

Bioassay records from PubChem BioAssay.
